# LEDGF integ inh: blocks HIV-1 LEDGF/p75-dependent DNA integration; TR-FRET IN-LEDGF/p75 DNA integration, Eu/Cy5; 0.64% of 370,000 active; inhibition, % at 3.7 µM;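 active = inhibition above the screen-wide mean plus 3 SD, cut at about 13% in these data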;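 note: signal is the Cy5 over europium emission ratio at 671 and 618 nm; 0% = plate median of compound wells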
# SIAE inh: blocks human sialic acid acetylesterase; Q9HAT2; SIAE FP-Rh probe binding, fluorescence polarization; inhibition, % at 9.66 µM; 0.69% of 370,000 active; AID 1053197;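 active = inhibition above a cutoff: mean of compounds within the control limits plus 3 SD of those, cut at about 17% in these data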;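 note: 0% = plate median of compound wells and 100% = probe without SIAE protein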
# HTRA1 inh: blocks human HTRA1 serine peptidase; Q92743; inhibition, % at 5.96 µM; 0.5% of 340,000 active; recombinant HTRA1, FP-rhodamine activity-based probe, fluorescence polarization; in the data active = inhibition above about 36%;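 note: 0% = enzyme with DMSO and 100% = wells lacking enzyme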
# PRMT1 FP inh: PRMT1 (human) inhibition, primary screen; Q99873; recombinant PRMT1, activity-based probe fluorescence polarization; inhibition, % at 2.79 µM; 1.3% of 370,000 active;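 active = inhibition above about 21% made by adding two undisclosed values, limit read from the data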
# Target sequence (Q99873 whole entry, looked up): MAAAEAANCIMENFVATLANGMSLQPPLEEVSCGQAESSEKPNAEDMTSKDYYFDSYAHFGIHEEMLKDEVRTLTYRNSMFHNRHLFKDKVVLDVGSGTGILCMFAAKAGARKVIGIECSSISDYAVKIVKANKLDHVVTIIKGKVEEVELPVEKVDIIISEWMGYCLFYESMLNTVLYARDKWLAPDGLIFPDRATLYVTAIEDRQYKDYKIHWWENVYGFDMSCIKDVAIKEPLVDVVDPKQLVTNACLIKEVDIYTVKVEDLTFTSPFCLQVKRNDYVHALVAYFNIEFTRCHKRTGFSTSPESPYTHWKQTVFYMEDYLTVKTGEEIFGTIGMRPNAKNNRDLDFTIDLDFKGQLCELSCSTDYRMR
# rCAG binder: r(CAG) repeat RNA binding. TO-PRO-1 dye displacement fluorescence. inhibition, % at 3 µM. 1.3% of 370,000 active. AID 651821;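 active = inhibition above the plate cutoff, the mean of all test compounds on that plate plus 3 SD, cut at about 35% in these data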;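 note: 0% = DMSO alone and 100% = 100 µM mitoxantrone as full dye displacement; higher means more dye released from RNA so lower well fluorescence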
# GC-B act: GC-B (human) receptor activation; P20594; HEK293-GC-B cells, CNP EC30, cGMP TR-FRET; 0% at EC30 CNP, 100% saturating CNP; activation, % at 10 µM; 0.11% of 370,000 active; AID 1920062;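 active = activation at 10 µM reaching about 35% in either raw or pattern-adjusted values, limit read from the data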
# mABHD4 FP: inhibits mouse alpha/beta hydrolase domain 4; purified mABHD4, FP-Rh probe fluorescence polarization; AID 720543; 0.54% of 370,000 active; inhibition, % at 8.92 µM; Q8VD66;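 active = inhibition exceeding the mean over every tested compound plus 3 SD, cut at about 30% in these data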;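 note: 0% = plate median of compound wells and 100% = S159A mutant with DMSO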
#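 system = mouse ABHD4 enzyme, wild type | medium = HEPES pH 7.0, NaCl, Pluronic buffer | also added = FP-Rh probe | incubation = Enzyme–compound pre-incubation 45 min, then probe 60 min, both 25 °C | technique = fluorescence polarization, excitation 525 nm, emission 598 nm, BODIPY TMR filters | controls = S159A mutant high control, sample median low control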
# TCR CD3 inh: blocks the human TCR-CD3 interaction; inhibition, % at 9.4 µM; TAMRA-labeled TCR probe fluorescence, biochemical; 0.37% of 360,000 active; AID 651800; in the data active = inhibition above about 19%;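 note: recombinant mutant TCR 2C K166C tagged with TAMRA read by polarization; 0% = receptor in buffer alone and 100% = receptor with positive control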
# TDP2 absorb: TDP2 (human) inhibition, absorbance primary screen; O95551; recombinant TDP2, T5PNP hydrolysis, p-nitrophenol absorbance 415 nm; inhibition, % at 12.8 µM; 0.34% of 370,000 active;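 active = inhibition above the mean of all tested compounds plus 3 SD, set per campaign, cut at about 25% in these data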;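 note: 0% = DMSO with enzyme and 100% = buffer with substrate but no TDP2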
#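 Read-out basis: percent inhibition. System: recombinant human TDP2. Buffer or medium: Mg2+-containing Tris-HCl buffer, pH 7.5. Repeats: single replicate. Timing: reaction 2 h, 37 °C. Benchmarks: high control without enzyme, low control DMSO plus TDP2. Probe or stimulus: 5 mM T5PNP. Doses: 12.8 µM only. Measured by: epi absorbance of p-nitrophenol freed from T5PNP by hydrolysis.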
# MBD2 DNA inh: blocks human MBD2 binding to methylated DNA; inhibition, % at 4.4 µM; AID 686964; Q9UBB5; TR-FRET, MBD2 binding to methylated oligonucleotide; 0.31% of 370,000 active; in the data active = inhibition above about 13%
# Target sequence (Q9UBB5 whole entry, looked up): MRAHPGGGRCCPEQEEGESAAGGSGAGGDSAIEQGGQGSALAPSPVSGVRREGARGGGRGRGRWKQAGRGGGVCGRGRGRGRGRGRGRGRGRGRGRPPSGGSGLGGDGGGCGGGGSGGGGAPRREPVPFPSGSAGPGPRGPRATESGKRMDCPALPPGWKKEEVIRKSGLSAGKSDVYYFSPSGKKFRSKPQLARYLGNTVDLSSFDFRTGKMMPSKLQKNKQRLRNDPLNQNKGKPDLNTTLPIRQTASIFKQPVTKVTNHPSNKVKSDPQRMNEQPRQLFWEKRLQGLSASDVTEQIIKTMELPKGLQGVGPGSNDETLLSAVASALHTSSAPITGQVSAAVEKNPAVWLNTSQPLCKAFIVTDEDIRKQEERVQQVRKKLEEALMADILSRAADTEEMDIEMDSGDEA
# Numbers without * were called inactive; . = not tested or not shown. These rows are one share of the data; rates above refer to the full screens.
# Fields – HTRA1 inh	GC-B act	SIAE inh	mABHD4 FP	rCAG binder	TDP2 absorb	LEDGF integ inh	MBD2 DNA inh	PRMT1 FP inh	TCR CD3 inh
- CCn1nccc1NC(=O)c1csc([C@@H]2O[C@H](CO)[C@H](O)[C@H](O)[C@H]2O)n1
    .	2	2	3	3	12	5	2	-2	8
- COc1ccc(NC(=O)CSc2nccn2C)cc1S(N)(=O)=O
    1	3	-7	2	2	-3	-1	1	-4	4
- CCN(CC)S(=O)(=O)c1cccc(NC(=O)c2cc3ccccc3o2)c1
    -31	11	-19	-17	0	-3	1	-1	2	-6
- N#C/C(C(N)=O)=C1/CCc2ccccc2N1
    2	2	-11	5	3	0	-2	3	1	7
- CC(=O)N1CCCN(C(=O)Cn2cnc3ccccc3c2=O)CC1
    .	11	1	-1	1	5	1	-2	-3	.
- COc1ccc2c(c1OC)C(=O)N(c1ccc(C)c(C)c1)C2=O
    6	-4	1	-7	-2	9	2	3	-2	8
- FC(F)(F)c1cccc(Sc2nc(-c3ccccc3)nnc2C(F)(F)F)c1
    7	0	2	2	7	2	-3	-2	1	-1
- COCCOc1cc(NC(=O)c2sccc2Oc2ccc([N+](=O)[O-])cc2F)c(Cl)cc1Cl
    -10	1	5	4	4	8	1	0	2	1
- CN(C)c1ccc(N2C(=NC(=O)COc3ccccc3)SC3CS(=O)(=O)CC32)cc1 (stereo unspecified)
    6	1	7	2	3	6	1	-1	-3	10
- Cc1ccc2c(c1)C1CN(C)CCC1N2C(=O)c1cccc(S(=O)(=O)N(C)C)c1 (stereo unspecified)
    -3	-3	1	2	-4	5	-2	0	-1	5
- Cc1ccccc1-n1c(SCC(=O)N(C)C2CCS(=O)(=O)C2)nnc1-c1ccncc1 (stereo unspecified)
    -1	6	3	3	-5	13	0	2	-1	-4
- CNC[C@H]1Oc2cc(Br)ccc2S(=O)(=O)N([C@@H](C)CO)C[C@@H]1C
    8	7	2	-7	4	-10	1	-6	-3	-7
- Cn1c(=O)[nH]c(=O)c2c1nc(SCCN1CCCCC1)n2Cc1ccccc1
    0	-5	4	6	-6	0	1	-1	-5	4
- Cc1ccc(-c2cc(C(=O)N/N=C/c3ccc([N+](=O)[O-])o3)c3ccccc3n2)o1
    2	-5	7	13	29	-4	5	1	8	1
- Cc1ccc(C)c(-n2cc[nH]c2=S)c1
    2	6	-3	3	-1	-1	-4	4	9	-4
- CC(C)c1onc(C(=O)NCc2cccs2)c1[N+](=O)[O-]
    8	2	-2	1	-1	6	0	0	0	-5
- CC(NC(=O)CN(C)S(=O)(=O)c1cccc2nsnc12)c1ccccc1 (stereo unspecified)
    10	1	2	0	-3	0	3	-7	0	4
- Cc1cccc(NC(=O)CCn2nc(C)cc2C)c1
    3	-5	-4	-3	-4	-2	0	-4	1	1
- CCOC(=O)C1(C#N)C(=O)CSC1=Nc1ccccc1Cl (stereo unspecified)
    -15	-7	-24	-100	15	1	0	0	-1	-53
- Cc1cc(=O)oc2cc(NC(=O)c3cccc(F)c3)ccc12
    7	-1	7	1	2	-10	-1	-5	0	1

# Just LEDGF integ inh, for 3 of the compounds above:
canonical_smiles,LEDGF integ inh
Cc1ccc2c(c1)C1CN(C)CCC1N2C(=O)c1cccc(S(=O)(=O)N(C)C)c1 (stereo unspecified),-2
Cc1ccccc1-n1c(SCC(=O)N(C)C2CCS(=O)(=O)C2)nnc1-c1ccncc1 (stereo unspecified),0
CNC[C@H]1Oc2cc(Br)ccc2S(=O)(=O)N([C@@H](C)CO)C[C@@H]1C,1

# Other structures.
# Fields – HTRA1 inh	GC-B act	SIAE inh	mABHD4 FP	rCAG binder	TDP2 absorb	LEDGF integ inh	MBD2 DNA inh	PRMT1 FP inh	TCR CD3 inh
- CCOC(=O)C1CCN(S(=O)(=O)c2ccc3oc(=O)ccc3c2)CC1
    -1	-6	3	1	2	-7	-4	0	3	-8
- COc1ccc(NC(=O)CN(C)C(=O)CNC(=O)c2ccc(C)s2)cc1
    1	4	5	-3	-1	-4	-2	2	2	-2
- CCCCC(=O)NC(c1ccc(N(C)C)cc1)c1ccc2cccnc2c1O (stereo unspecified)
    46*	4	14	20	-3	-14	-5	0	-3	3
- COc1cc(NS(=O)(=O)c2cccc3nsnc23)c(C(=O)O)cc1OC
    1	5	13	10	5	13	-5	-3	0	5
- CCCCCCn1c(=O)c(F)cn(Cc2ccc(OC)c([N+](=O)[O-])c2)c1=O
    -13	2	-6	-3	0	-1	0	1	1	2
- CCCCNS(=O)(=O)c1ccc(S(=O)(=O)N2CCC3(CC2)OCCO3)cc1
    2	2	-1	5	-6	-1	-3	2	-1	-9
- O=C(CN1C(=O)C2(OCCO2)c2ccccc21)c1ccc(F)cc1
    -2	-4	2	3	0	4	-3	1	-2	5
- O=C(NNC(=O)c1cccc(-n2cnnn2)c1)c1ccccc1
    5	2	-3	2	-1	4	-5	-1	7	-4
- O=C(Cc1nc2ccccc2[nH]c1=O)c1ccc(Cl)cc1
    0	-3	-2	4	5	-5	3	-1	-2	3
- O=C(COc1ccccc1Cl)Nc1nc(-c2cccs2)cs1
    -57	-3	-38	-53	10	1	0	-2	1	6
- Cc1ccc(S(=O)(=O)N2CC(O)C[C@H]2C(=O)OCC(=O)N2CCN(c3ccc(F)cc3)CC2)cc1C (stereo partly specified)
    2	-5	2	3	1	-4	-4	0	2	1
- Cc1ccccc1OCC(=O)NCC(=O)N/N=C/c1cccc([N+](=O)[O-])c1
    .	1	8	-2	-1	4	-2	0	-2	1
- O=C(/C=C/Sc1ccccc1)c1ccc(Cl)cc1
    -2	-1	6	3	2	-6	5	-6	1	-3
- O=C(Nc1ccc(Br)c(Cl)c1)c1ccco1
    -19	0	-5	-18	2	-4	2	0	2	-7
- CC(C)(C)C1CCC(=NNC(=O)C2COc3ccccc3O2)CC1 (stereo unspecified)
    1	4	4	-2	3	5	-1	5	2	-5
- COc1ccccc1Nc1nc2nonc2nc1N1CCC(C)CC1
    1	-5	0	3	1	4	-1	3	-3	3
- CC(C)c1ccc(NC(=S)NNC(=O)c2cccs2)cc1
    5	-5	1	7	18	9	-2	6	-1	-3
- O=C(O)c1ccc(-n2c(/C=C/c3ccccc3)nc3ccccc3c2=O)cc1
    1	-2	1	9	20	12	-4	2	0	-3
- CCN(CC(=O)NCc1ccc(Cl)cc1)C(=O)CSc1cc(C)ccc1C
    -12	-6	-11	-10	-3	-12	5	-10	-2	2
- COc1ccc(Cn2nnc3c(=O)[nH]c(C4CCN(S(=O)(=O)c5ccc(C)cc5)CC4)nc32)cc1
    -53	-7	-10	-5	10	7	0	1	-1	14
- Cc1ccc(S(=O)(=O)NC(=O)c2cccc(C)c2)cc1
    2	-1	-7	-14	-1	3	-6	4	6	3
- Cc1ccccc1NC(=O)COc1ccccc1C
    0	-2	-3	-4	6	-5	0	3	-3	6
- COc1ccc(NC2CCCN(C(=O)CCn3cccn3)C2)cc1 (stereo unspecified)
    5	-2	2	-2	-5	-8	5	-1	0	11
- COc1cccc(/C=C/C(=O)N2CCN(S(=O)(=O)c3ccccc3)CC2)c1
    -3	-2	-2	-4	0	-2	0	-2	-5	-3
- COc1ccc(-n2ncc3c(N4CCN(c5cc(C)ccc5C)CC4)ncnc32)cc1
    2	-7	4	-2	1	0	-2	-1	-4	2
- Cc1nc(C)c(C(=O)Nc2cccc(C)c2C)s1
    -3	8	0	-7	1	7	6	-2	-3	-4
- O=C(NC1CCCC1)N[C@@H]1CC[C@@H](CC(=O)N2CCOCC2)O[C@@H]1CO
    .	0	0	3	1	4	4	-3	0	2
- Cn1c(=O)c2[nH]c(C3CCCC3)nc2n(C)c1=O
    2	-2	-7	-17	3	-9	3	0	8	-2
- COc1cc2c(cc1OC)C(C)N(C(=O)c1c(-c3ccccc3)noc1C)CC2 (stereo unspecified)
    -7	0	3	-2	-9	-7	4	-5	-4	4
- O=C(NCc1cccc(C(F)(F)F)c1)N1CCN(S(=O)(=O)c2ccccc2F)CC1
    -12	2	6	-4	-7	11	1	3	0	7
- COC(=O)[C@]12CCCCC=C1N(Cc1ccco1)C(=O)[C@H](CC(=O)NCc1ccccc1)C2
    .	2	-4	6	4	5	-3	1	9	-2
- CCC1=NN(C(=O)C(=O)Nc2ccc(Br)cc2)C(O)(C(F)(F)F)C1 (stereo unspecified)
    6	-1	-2	-5	6	-4	4	-2	-2	4
- O=NN(Cc1cccnc1)Cc1cccnc1
    .	-2	1	0	1	-5	-3	4	0	-1
- COCCCN1C(=O)C(=O)/C(=C(/O)c2ccc(S(=O)(=O)N3CCCCC3)cc2)C1c1cccc(OC)c1 (stereo unspecified)
    1	-8	-3	0	5	-10	-1	-2	-2	4
- CCCCNC(=O)C1c2ccccc2OCC(=O)N1CCc1ccc(OC)c(OC)c1 (stereo unspecified)
    .	7	4	3	-1	13	-3	-1	1	2
- CCCCCc1ccc(-c2cn(CC3CCCCC3)nn2)cc1
    -2	0	-3	-10	4	-1	2	5	4	-3
- CCOC(=O)C1=NS(=O)(=O)NC(C)=C1
    10	-1	13	10	4	-1	16*	-6	10	4
- CCOc1cc(C=O)c(Br)cc1OC1CCCC1
    -1	-3	5	0	-2	-6	1	-4	-3	3
- CC(C)(C)c1ccc(OCC(=O)N/N=C/c2ccsc2)cc1
    -30	6	-3	-4	-5	-3	-3	4	1	2
- CCC1=C(OC(=O)N(CC)CC)N2C(=O)OC(=NCCc3c[nH]c4ccccc34)[C@]2(Cc2ccccc2)[C@H]2C1=CC[C@H]1C(=O)N(CC)C(=O)[C@H]12
    -20	1	3	-1	10	3	-1	-3	1	-5
- CC(=O)N1CCN=C1SCc1ccc(F)cc1
    1	-1	-1	0	2	0	5	-2	-2	3
- COc1cccc(/C=N/Nc2nc(Nc3ccc([N+](=O)[O-])cc3)nc(N3CCCC3)n2)c1O
    .	-1	19*	8	10	4	-1	-6	4	-2
- CC1CCCN(C(=O)c2cc(-c3ccco3)nc3ccccc23)C1 (stereo unspecified)
    1	4	5	3	3	0	-4	-3	15	-2
- Cc1cccc(NC(=O)CSc2nnc(NC(=O)c3ccco3)s2)c1
    -17	-4	-3	-9	3	2	5	-7	-2	4
- O=c1c2ccccc2nc2n1-c1ccccc1CCC2
    1	-1	-3	2	-4	3	0	5	3	-8
- Nc1ccc2nc(-c3ccc(N)c(Cl)c3)[nH]c2c1
    31	-11	12	21	15	-20	-1	4	6	-1
- CCOc1cc(CN2CCCC(N3CCc4ccccc4C3)C2)ccc1O (stereo unspecified)
    1	0	5	0	-7	-15	1	0	-7	1
- CC(OC(=O)c1nsc(Cl)c1Cl)C(=O)NCc1ccc2c(c1)OCO2 (stereo unspecified)
    3	0	5	-2	-9	0	-3	4	0	10
- O=C(/C=C\NCC(=O)c1ccccc1)c1ccc2ccccc2c1
    -38	-1	-12	-10	20	3	-5	-2	4	0
